Pol iota inh = qHTS for Inhibitors of Polymerase Iota. 390,000 tested, 1% active. DNA polymerase iota (Homo sapiens), Q9UNA4. Pol iota fluorescent replication assay, 10 min. Potency, µM (highest dose often 115 µM), inactives show at the top dose activity, negative = inhibition, usual class: inhibitors; also: potency is read from the fitted curve at half-maximal effect
Target sequence (Q9UNA4 whole entry, looked up): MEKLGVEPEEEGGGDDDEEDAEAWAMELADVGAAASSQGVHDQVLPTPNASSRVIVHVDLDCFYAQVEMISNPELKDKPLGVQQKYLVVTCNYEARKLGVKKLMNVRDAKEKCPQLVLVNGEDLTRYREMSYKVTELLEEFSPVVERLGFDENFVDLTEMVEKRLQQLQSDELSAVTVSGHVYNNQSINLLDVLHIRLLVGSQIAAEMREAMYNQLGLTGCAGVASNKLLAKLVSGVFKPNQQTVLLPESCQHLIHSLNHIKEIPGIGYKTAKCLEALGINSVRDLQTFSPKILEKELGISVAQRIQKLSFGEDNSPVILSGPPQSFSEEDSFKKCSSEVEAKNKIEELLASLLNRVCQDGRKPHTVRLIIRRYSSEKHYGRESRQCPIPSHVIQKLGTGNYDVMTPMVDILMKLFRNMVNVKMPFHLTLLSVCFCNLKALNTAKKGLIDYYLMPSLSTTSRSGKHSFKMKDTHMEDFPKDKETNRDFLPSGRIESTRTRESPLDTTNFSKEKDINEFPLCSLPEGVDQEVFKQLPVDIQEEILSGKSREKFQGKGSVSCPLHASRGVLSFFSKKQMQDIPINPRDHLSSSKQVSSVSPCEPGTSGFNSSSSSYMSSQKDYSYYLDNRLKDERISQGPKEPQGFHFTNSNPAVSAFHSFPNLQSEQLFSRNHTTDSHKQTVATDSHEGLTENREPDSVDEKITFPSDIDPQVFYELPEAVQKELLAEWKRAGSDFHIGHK
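Fluorescent replication assay read twice, at 0 min and 10 min after adding 50 nM (final) substrate. Enzyme (10 nM) and compounds were first incubated 15 min at room temperature; enzyme-free buffer wells were negative controls.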
POLB inh = qHTS Assay for Inhibitors of DNA Polymerase Beta; Pol beta primer extension/strand displacement, fluorescence kinetic; AID 485314, 2010; P06746; 340,000 tested, 1.3% active; Potency, µM (doses to about 114 µM), for inactives: at the highest dose activity change, negative = inhibition, hits mostly inhibitors; also: potency is read from the fitted curve at half-maximal effect; % is scaled to controls: 0 for no effect and ±100 for the full control effect
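Reaction started by 50 nM substrate onto compound-treated Pol beta (10 nM, 15 min preincubation, room temperature); plates read at 0 min and 10 min. Normalized concentration-effect data fitted by four-parameter Hill equation.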
BLM helicase inh = qHTS Assay for Inhibitors of Bloom's syndrome helicase (BLM) | recombinant BLM DNA unwinding, fluorescence dequenching | Potency, µM (highest dose often 56.1 µM), for the others: top-dose activity change, negative = inhibition, hits mostly inhibitors | 350,000 tested, 0.2% active;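 also: potency is read from the fitted curve at half-maximal effect; plate controls were vehicle for no effect and no enzyme for full effect; nearly all actives have a fitted effect of over 35% in size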
GRP78 ERSR act = qHTS for Inducers of the Endoplasmic Reticulum Stress Response (ERSR) in Human Glioma: qHTS | U87-MG GRP78 promoter luciferase reporter, 16 h | Potency, µM, inactives show top-dose activation, actives largely listed as activators | 420,000 tested, 0.02% active; also: potency is read from the fitted curve at half-maximal effect; series mostly up to about 76 µM; % of control where 0% means no effect; nearly all actives have a fitted effect of over 35% in size
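Stably transfected U87-MG human glioma cells carrying a GRP78-based luminescent sensor were seeded at 1000 cells/well, pin-dosed with compounds and incubated 16 h. Luciferase reagent was then added, and end-point luminescence was read after 10 min at room temperature.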
POLK inh = qHTS for Inhibitors of Polymerase Kappa | AID 588579, 2011 | purified Pol kappa, fluorescent DNA synthesis assay, 10 min | 400,000 tested, 0.53% active | Potency, µM (doses to about 107 µM), inactives show at the top dose activity, negative = inhibition, most hits filed as inhibitors; also: potency is read from the fitted curve at half-maximal effect; % is scaled to controls: 0 for no effect and ±100 for the full control effect
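Fluorescent qHTS in 1536-well format: enzyme (10 nM) and compound sat 15 min at room temperature before 50 nM substrate (final) was added. Signal taken at 0 and 10 min; no-enzyme buffer wells were negative controls.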
POLH inh = qHTS for Inhibitors of Polymerase Eta. 390,000 tested, 1.2% active. Potency, µM (top dose mostly 114 µM), for the others: at the top dose activity change, negative = inhibition, most hits filed as inhibitors. recombinant Pol eta, fluorescent DNA replication assay; also: potency is read from the fitted curve at half-maximal effect; % is scaled to controls: 0 for no effect and ±100 for the full control effect
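Fluorescent replication assay: 50 nM final substrate added after a 15 min room-temperature compound preincubation with 10 nM enzyme. Signal taken at 0 min and again at 10 min.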
Anesthetic bind = qHTS Assay for Identification of Novel General Anesthetics; Ferritin light chain (Equus caballus), P02791; apoferritin/1-aminoanthracene competitive binding, fluorescence; Potency, µM (top dose mostly 77.5 µM), without a hit: at the highest dose activity change, negative = displacement, usual class: inhibitors; 350,000 tested, 0.074% active; AID 485281, 2010; also: potency is read from the fitted curve at half-maximal effect; % is scaled to controls: 0 for no effect and ±100 for the full control effect; nearly all actives have a fitted effect of over 20% in size
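Read-out: endpoint 1-AMA fluorescence, excitation 380 nm and emission 535 nm, after compounds sit 10 min at room temperature with 10 uM horse-spleen apoferritin in 50% saturated 1-AMA/PBS. Values come from four-parameter Hill fits.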
APE1 inh = qHTS Assay for Inhibitors of the Human Apurinic/apyrimidinic Endonuclease 1 (APE1) | DNA repair nuclease/redox regulator APEX1 (Homo sapiens), P27695 | recombinant APE1, TAMRA/BHQ-2 abasic DNA cleavage fluorescence | Potency, µM (highest dose often 65.8 µM), for inactives: top-dose activity change, negative = inhibition, usual class: inhibitors | 350,000 tested, 0.35% active | AID 2517, 2012;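 also: potency is read from the fitted curve at half-maximal effect; plate controls were vehicle for no effect and reference inhibitor for full effect; nearly all actives have a fitted effect of over 55% in size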
Target sequence (P27695 whole entry, looked up): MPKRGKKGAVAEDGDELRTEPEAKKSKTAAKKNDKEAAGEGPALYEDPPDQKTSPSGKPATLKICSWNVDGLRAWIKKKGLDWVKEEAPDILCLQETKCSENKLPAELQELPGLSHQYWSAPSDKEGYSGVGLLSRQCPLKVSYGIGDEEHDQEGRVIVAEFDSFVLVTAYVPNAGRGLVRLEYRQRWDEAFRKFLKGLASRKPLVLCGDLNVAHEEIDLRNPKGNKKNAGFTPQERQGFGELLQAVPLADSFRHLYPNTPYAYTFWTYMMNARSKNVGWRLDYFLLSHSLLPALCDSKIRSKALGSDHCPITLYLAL
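Kinetic fluorescence read (525 ex/598 em nm, three reads 60 s apart) of AP-site incision; signal = third minus first read. Enzyme 0.75 nM, dual-labelled THF duplex 50 nM, compound preincubation 15 min RT.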
LDHA block = qHTS assay for inhibitors of human lactate dehydrogenase. purified LDHA, NADH/diaphorase-resazurin fluorescence; active compounds read low. activity change, % (values are at about 110 or 230 µM). 480,000 tested, 0.15% active. AID 1347041, 2019; in the data active = activity change below about -30%; inconclusive = mostly about -25% to -30%;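 also: plate controls were DMSO wells for no effect and wells without enzyme for full effect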
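Human LDH5 (2 nM) was incubated with 0.06 mM NADH and 0.2 mM pyruvate for 5 min at room temperature in Tris pH 7.4. Remaining NADH was coupled through diaphorase/resazurin, and resorufin fluorescence was read at 0 and 20 min.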
Starred values were filed as active, the others as inactive; ? = inconclusive; . = not tested or not shown; & = joins results of further samples; [ ] = dose if it differs, or a comment. Unless noted, calls follow the shape of the dose curve; as a rule, active = well fitted curve in the direction sought with a large enough effect; inconclusive = small, poorly fitted or top-dose-only effect, or another doubt; inactive = no such curve, though single readings can be large; an effect the other way counts as inactive or inconclusive. Not all compounds are listed. The share of hits here may be higher or lower than overall.

Values run as follows: Pol iota inh	POLB inh	BLM helicase inh	GRP78 ERSR act	POLK inh	POLH inh	Anesthetic bind	APE1 inh	LDHA block
- CCOC(=O)N1CCN(CCC(=O)Nc2cccc(F)c2)CC1
 : -14%	27%	-2%	-1%	6%	5%	-14%	.	-6
- CCOC(=O)c1cnn(-c2nc(-c3ccccc3F)cs2)c1C(F)(F)F
 : 16%	?	-7%	1%	-6%	-22%	?	0%	1
- O=C(COc1ccc(S(=O)(=O)N2CCCC2)cc1)NCc1ccco1
 : ?	?	-6%	-5%	-29%	?	-16%	-9%	-1
- COC(=O)C(C)Sc1ccc2nnc(-c3ccc(F)cc3)n2n1 (stereo unspecified)
 : 15%	3%	1%	-2%	-11%	1%	-11%	2%	-14
- Nn1c(SCC(=O)NC(=O)Nc2ccc3c(c2)OCCO3)nnc1C1CC1
 : 18%	4%	1%	2%	0%	-8%	-15%	0%	-1
- COc1cccc(NC(=O)C(=S)NC2CCCCC2)c1
 : 110%[activator]	-15%	-9%	-4%	-2%	-23%	?	-8%	2
- O=C(NCc1ccoc1)c1ccc(NC(=O)c2ccccc2Cl)cc1
 : -2%	18%	-3%	4%	-25%	-3%	-8%	-3%	-7
- CCOC(=O)c1[nH]c2ccc(F)cc2c1NC(=O)CCN1CCSCC1
 : -6%	0%	1%	1%	-18%	-2%	-4%	-3%	-5
- COc1cc2c(cc1OC)C(COc1cccc(C(F)(F)F)c1)NCC2 (stereo unspecified)
 : 17%	0%	-1%	-4%	-12%	-5%	-22%	92%[activator]	-16
- O=C(NCCCN1CCCC1=O)c1ccc2c(c1)OCO2
 : ?	18%	1%	8%	-2%	-14%	8%	-5%	4
- O=C(N/N=C/c1ccccc1[N+](=O)[O-])c1ccc(COc2ccccc2-c2ccccc2)cc1
 : 9%	-17%	0%	1%	-3%	-22%	0%	5%	-3
- CC(=O)Nc1ccc(NC(=S)NC(=O)/C=C/c2ccco2)cc1
 : ?	-3%	-11%	0%	45µM*	28µM*	-15%	0%	0
- CC(C)(C)c1cc[n+](C2=C([O-])c3ccccc3C(=O)/C2=N\S(=O)(=O)c2ccccc2)cc1
 : 20%	?	-25%	-6%	-3%	-9%	-8%	-12%	33
- Cc1ccccc1OCc1nc2ccccc2c(=O)n1/N=C/c1ccco1
 : 12%	-2%	-2%	1%	-4%	-15%	-9%	0%	2
- Cc1cccc(-n2c(N)cc(=O)nc2SCC(=O)NC2CCCCC2)c1
 : 9%	7%	0%	-2%	-2%	5%	-12%	?	-1
- CCCCNC(=O)C1CCC(=O)N1CCc1ccccc1 (stereo unspecified)
 : 38%[activator]	33%	-1%	-1%	-6%	-23%	-2%	25%	-6
- CCCCc1c(O)nc(SCC(=O)c2ccccc2)[nH]c1=O
 : 3%	0%	0%	?	3%	11%	19%	4%	0
- CCOC(=O)c1c(NC(=O)Cc2cccs2)sc(C(=O)NC2CCCCC2)c1C
 : -10%	9%	-3%	-4%	2%	-15%	-10%	-3%	-4
- CCOc1ccc(CN2CCc3nc(N4CCN(c5ccccn5)CC4)ncc3C2)cc1OC
 : ?	-26%	-2%	-4%	-12%[60.1 µM]	-14%	58%[activator]	.	0
- CCOC(=O)C1CCN(C(=O)c2cc3c(OC)c(OC)c(OC)cc3[nH]2)CC1
 : 56%[activator]	68%	-2%	8%	-4%	-13%	-1%	-1%	11
- O=C(CSc1ccccn1)Nc1ccccc1F
 : 16%	34%	1%	-2%	-4%	-12%	-6%	3%	7
- CCO[C@@H]1OC(C(=O)NCc2ccccc2)=C[C@H](c2ccc(C(F)(F)F)cc2)[C@H]1CCCO
 : 2%	8%	1%	-1%	0%	-18%	1%	8%	2
- CNC(=O)c1nc(C)n(-c2ccc([N+](=O)[O-])cc2)n1
 : 13%	3%	1%	-1%	-14%	8%	-1%	0%	-5
- COc1cccc(Oc2nc(-c3ccncc3)nc3ccccc23)c1
 : 164%[activator]	-28%	-13%	-2%	5%	4%	-1%	0%	2&-7
- CCSc1nnc(NC(=O)c2cccc3ccccc23)s1
 : 6%	-9%	1%	2%	3%	3%	-9%	9%	-1
- Cc1noc(C)c1C(=O)N1CCC2(CC1)CN(c1ccccc1)C2
 : .	.	-11%	-2%	15%[60.1 µM]	.	.	9%	.
- O=C1/C(=C/c2c[nH]c3ccccc23)CCC/C1=C\c1c[nH]c2ccccc12
 : 12%	8%	-19%	2%	-14%	-21%	-15%	?	-2
- CCOC(=O)/C(=C\c1cccnc1)C(=O)c1cc(C(C)=O)c(Nc2ccccc2)s1
 : ?	-3%	-12%	-13%	-4%	-12%	?	-2%	-3
- Cc1c(NC(=O)COC(=O)C2CC3C=CC2C3)c(=O)n(-c2ccccc2)n1C (stereo unspecified)
 : -8%	1%	-2%	-3%	-5%	-5%	-10%	1%	-5
- Cc1cccc(N(C(=O)C(F)(F)F)C(C(=O)NC2CCCCC2)c2cccs2)c1 (stereo unspecified)
 : 33%[activator]	17%	-2%	-3%	-6%	-7%	-15%	2%	2

Looked up by compound from the list above, 2 records:
Values run as follows: Pol iota inh	POLB inh	BLM helicase inh	GRP78 ERSR act	POLK inh	POLH inh	Anesthetic bind	APE1 inh	LDHA block
- O=C(N/N=C/c1ccccc1[N+](=O)[O-])c1ccc(COc2ccccc2-c2ccccc2)cc1
 : 9%	-17%	0%	1%	-3%	-22%	0%	5%	-3
- CCOC(=O)c1cnn(-c2nc(-c3ccccc3F)cs2)c1C(F)(F)F
 : 16%	?	-7%	1%	-6%	-22%	?	0%	1

Next part:
Values run as follows: Pol iota inh	POLB inh	BLM helicase inh	GRP78 ERSR act	POLK inh	POLH inh	Anesthetic bind	APE1 inh	LDHA block
- O=C(NCc1ccccc1F)C1CCN(c2nnc(-n3cccc3)s2)CC1
 : ?	?	-5%	-1%	-20%	-15%	0%	.	-3
- CCc1ccccc1N(CC(=O)NCC1CCCO1)C(=O)CCC(=O)Nc1cc(C)on1 (stereo unspecified)
 : 65%[activator]	32%	1%	-2%	-6%	-2%	-12%	19%	-12
- CC(C)n1c(NCc2ccccc2O)nc2ccccc21
 : 41%[activator]	7%	-4%	2%	-2%	-22%	-1%	11%	-1
- O=C(N/N=C/c1c[nH]c2ccccc12)c1cccc(O)c1
 : 12%	-9%	-4%	4%	-5%[60.1 µM]	-19%	-10%	4%	2
- O=C(O)c1cccc(NS(=O)(=O)c2ccc(C3CCCCC3)cc2)c1
 : -12%	?	3%	-2%	-13%	5%	-19%	-2%	-3
- O=C(CN1C(=O)NC2(CCCCCC2)C1=O)c1ccc(F)cc1
 : 19%	.	.	1%	-12%	-25%	.	9%	-3
- CC(C)CNC(=O)CN1C(=O)NC2(CCc3ccccc32)C1=O (stereo unspecified)
 : 19%	-20%	0%	0%	-11%	-10%	-3%	61%[activator]	-9
- OCC(O)COc1cccc2ccccc12 (stereo unspecified)
 : .	.	.	-1%	-3%[19.4 µM]	.	-7%	0%	.
- CCc1c(C)c2ccc(O)c(CN3CCCC3)c2oc1=O
 : 31%[activator]	23%	-2%	-2%	-2%	-1%	671%[activator]	13%	-1
- CC(N)=NCCC[C@H](N)C(=O)O
 : .	.	5%	-4%	-12%[19.4 µM]	.	.	-5%	.
- O=C(CN1C(=O)c2ccccc2C1=O)N1CCOCC1
 : 16%	33%	1%	-7%	-1%	-7%	-13%	-6%	-8
- COc1ccc(CN2CCN(CCCCOc3ccc(Cl)cc3)CC2)c(OC)c1OC
 : 42%[activator]	18%	-2%	-3%	-5%	-14%	-8%	7%	?
- CC(C)(C)OC(=O)N(CCc1ccccc1)Cc1cccc(OCc2cccc(NC(=O)C3CCC3)c2)c1
 : 3%	.	.	1%	-10%	-24%	.	.	-1
- COc1ccc2nc(/C=N/NC(=O)CCNC(=O)OC(C)(C)C)ccc2c1
 : 199%[activator]	9%	0%	1%	-1%	-18%	-6%	-3%	-3
- Cc1cc2n(n1)C(c1c[nH]c3ccccc13)Nc1ccccc1-2 (stereo unspecified)
 : 20%	-13%	-10%	2%	-11%	-29%	-7%	1%	2
- COCC(=O)N[C@@H]1c2ccccc2CC[C@@H]1OCc1ccccc1
 : -8%	.	.	-2%	3%	0%	.	19%	-2
- O=[N+]([O-])c1ccc(N2CCOCC2)cc1
 : 93%[activator]	.	.	-2%	-13%	-24%	.	.	-3
- CCCCOc1cccc(C(=O)Nc2cc3nn(-c4ccc(F)cc4)nc3cc2C)c1
 : -9%	3%	-1%	-2%	-14%	-12%	-5%	.	-4
- COc1ccc(NC(=O)[C@@H]2[C@@H]3C(=O)N(C4CCCCC4)C(=O)[C@@H]3C3c4ccccc4C=CN32)cc1 (stereo partly specified)
 : ?	23%	-16%	0%	-23%	-8%	?	11%	12
- COC(=O)C1=C(CSc2nc3c(cc2C#N)CN(C)CC3)OC(N)=C(C#N)C1c1ccc(F)cc1 (stereo unspecified)
 : 14µM*	?	-23%	0%	71µM*	?	5%	-12%	18
- COc1ccc2[nH]c(=O)c(CN(CCc3cccc(C)c3)C(C)=O)cc2c1
 : 32%	-1%	2%	-4%	-22%	-1%	-11%	2%	-1
- CC(=O)N1c2ccc(S(=O)(=O)N3CCN(c4cccc(Cl)c4)CC3)cc2CC1C (stereo unspecified)
 : -11%	5%	-1%	-3%	-12%	-16%	56%[activator]	.	-4
- COCCN1C(=O)c2oc3cc(C)cc(C)c3c(=O)c2C1c1cccc(O)c1 (stereo unspecified)
 : 7%	-1%	2%	.	-19%	.	2%	.	-10
- Cc1ccc(N2CC(C(=O)N3CCC(c4nc5ccccc5[nH]4)CC3)CC2=O)cc1C (stereo unspecified)
 : 60%[activator]	.	.	-2%	-14%	0%	.	-8%	-5
